Large T inhibition: TAg ATPase/helicase activity blockers – biochemical (AID 1903) | SV40 large T antigen ATPase/helicase inhibition assay; higher % means a stronger effect | one-dose inhibition, % at 20 µM; IC50 in µM for titrated hits | actives 0.39% (n = 310,000); in the data active = a potency from the dose series; inconclusive = inhibition mostly from about 32% at the one dose, without a potency; inactive = the rest, 99 in 100 with inhibition below about 32%; note: strong numbers were not always called active
T cell modulator: T cell immune modulation candidate. 2C CD8+ T cell-vesicle binding, flow cytometry; stronger effect = lower value. calls only at 7 µM. actives 0.068% (n = 330,000);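 active = response, share of CD8 T cells binding vesicles, and their 90th percentile fluorescence all below set limits, cut at about 80% in these data, passing the limit was not always enough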
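incubation = binding step 1.5 h, 37 °C, antibody labelling 20 min, ice | test system = 2C mouse CD8+ T cells | read-out basis = percent CD8+ FL2 mean versus row control | controls = Peptide-free naked vesicles (low) and QL9 vesicles with 0.7% DMSO vehicle (high) | detection = flow cytometry of vesicle-bound cells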
Rac1 GTP hydrolysis: MgcRacGAP GTPase-activating activity inhibitors, confirmation, biochemical, ADP Hunter fluorescence; MgcRacGAP-stimulated Rac1 GTP hydrolysis, ADP Hunter fluorescence; higher % means a stronger effect; GST-tagged Rac1 F28L mutant substrate; inhibition, % at 30 µM; hits with a dose series show IC50 in µM; actives 0.6% (n = 340,000);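 active = first-screen hits whose inhibition reached a set limit at any dose in the follow-up dose series; inconclusive = inhibition above the set first-screen limit but never retested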;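 note: fluorescence reports GDP produced by GAP-driven GTP hydrolysis; strong numbers were not always called active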
West Nile antiviral: West Nile virus antiviral activity, cell-based, CPE readout (AID 1621); West Nile virus-infected cells, CPE inhibition; higher % means a stronger effect; one-dose CPE inhibition, % at 10 µM; IC50 in µM for titrated hits; actives 0.02% (n = 290,000); in the data active = a potency from the dose series; inconclusive = CPE inhibition mostly from about 3.7% at the one dose, without a potency; inactive = the rest, 99 in 100 with CPE inhibition below about 2.2%; note: strong numbers were not always called active
b-catenin transl: beta-catenin nuclear translocation modulation | HeLa beta-catenin nuclear translocation, immunofluorescence imaging | nuclear translocation activity, % at 5 µM | actives 0.3% (n = 190,000) | AID 1665;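 active = nuclear translocation activity above 50% at 5 µM, with a well cell count of 50 or more; inconclusive = wells under 50 cells across six images, flagged as toxic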;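 note: per-cell ratio of nuclear to cytoplasmic median beta-catenin stain intensity; plate controls were DMSO negative control for no effect and GSK-3 inhibitor IX positive control for full effect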
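Signal – beta-catenin immunofluorescence imaging with DAPI · Test system – human HeLa cell line · Dosing – 5 µM primary single dose, 0.1% DMSO, 0.02–20 µM confirmation series · Measure – % activation, nuclear-to-cytoplasmic median beta-catenin signal ratio per cell · Incubation – 24 h compound exposure at 37°C, 5% CO2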
RSV CPE inhibition: RSV antiviral activity via CPE protection, HEp-2 cells, primary 10 µM value included (AID 2391); one-dose CPE inhibition, % at 10 µM; IC50 in µM for titrated hits; actives 0.13% (n = 310,000); HEp-2 cells, RSV-induced CPE inhibition; higher % means a stronger effect; in the data active = a potency from the dose series; inconclusive = CPE inhibition mostly from about 23% at the one dose, without a potency; inactive = the rest, 99 in 100 with CPE inhibition below about 21%; note: strong numbers were not always called active
Myeloid diff MLP: compounds promoting myeloid differentiation; calls only at 10 µM; actives 1% (n = 360,000); ER-HoxA9 myeloid progenitors, lysozyme-GFP differentiation, flow cytometry;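 active = normalized GFP-positive differentiation at or above the plate's own cutoff, the solvent-only control mean plus 3 SD; inconclusive = no clear call, values can overlap the other calls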;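 note: cells exposed to compound for four days before flow analysis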
WT yeast gro inh: growth inhibition of WT yeast, mitochondrial fusion screen. inhibition, % at 10 µM. mitochondrial fusion phenotypic screen, WT strain. actives 2.1% (n = 190,000). AID 1362; in the data active = inhibition above about 58%; tested in S. cerevisiae
Salmonella PhoP GFP: PhoP-dependent GFP reporter repression – Salmonella Typhimurium, primary screen (AID 1863) | S. Typhimurium PhoP-regulated promoter GFP reporter, 4 h; higher % means a stronger effect | inhibition, % at 50 µM; hits with a dose series show IC50 in µM | actives 0.16% (n = 300,000);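 active = inhibition over 29.93%, a cutoff 3 SD above the screen mean, later confirmed by dose response; inconclusive = inhibition over 29.93% but no dose response follow-up; inactive = inhibition at most 29.93% or unconfirmed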;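 note: 0% = low Mg2+ inducing control and 100% = high Mg2+ repressing control; strong numbers were not always called active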
WT yeast gro inh mutant strain: further read-out of WT yeast gro inh, marked with its call; inhibition, %; mitochondrial fusion phenotypic screen, mutant strain inhibition
b-catenin transl cell count 5 µM: further read-out of b-catenin transl, marked with its call; cell count; measured here: cell count, cytotoxicity flag
T cell modulator vesicle-bound %: second read-out of T cell modulator, no call of its own (marks repeat the call); double positive events, %; measured here: CD8+ vesicle-bound cell fraction;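 binding gate set so that unloaded-vesicle control wells show 10% double positive cells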
Myeloid diff MLP GFP+ MAC1+ %: recorded beside Myeloid diff MLP, whose call it bears; GFP+ MAC1+ double positive, %; measured here: differentiation confirmed by MAC1 staining
An asterisk follows results filed as active; i = inactive; u = inconclusive; x = no result given; + = active, no number.

1	COc1ccc(NC(=O)NNC(=O)C(C)Oc2ccc3ccccc3c2)cc1 (centres undefined)
2	COc1ccc(Br)cc1C(=O)Nc1ccc(O)cc1
3	O=C(Nc1ccc(N2CCOCC2)cc1)c1ccc(Br)o1
4	O=C(Nc1cc([N+](=O)[O-])ccc1Cl)c1cccnc1
5	O=[N+]([O-])c1cccc(-c2nn(-c3ccccc3)cc2CO)c1
6	CC1(C)CC2CC(C)(CN2CC(=O)C(C#N)c2ccccc2)C1 (centres undefined)
7	COc1ccc(S(=O)(=O)N2c3cc(C)ccc3OCC2C(C)(C)C)cc1 (centres undefined)
8	CC(/C=C1\SC(=S)N(NC(=O)c2cccc(O)c2)C1=O)=C\c1ccccc1

Assay by compound,1,2,3,4,5,6,7,8
Large T inhibition,-3%,u,5%,8%,4%,4%,3%,9%
T cell modulator,i,i,i,i,i,i,i,i
T cell modulator vesicle-bound %,65,36,23,51,45,6,22,23
Rac1 GTP hydrolysis,4%,u,9%,5%,4%,-4%,2%,11%
West Nile antiviral,-0.6%,-0.7%,-0.5%,0.2%,-0.7%,-0.3%,3.0%,-0.3%
b-catenin transl,x,3.9,x,x,x,1.2,x,-0.2
b-catenin transl cell count 5 µM,x,740,x,x,x,1096,x,905
RSV CPE inhibition,-0.2%,2.0%,0.6%,2.0%,10%,0.7%,3.4%,16%
Myeloid diff MLP,i,i,i,i,i,i,u,i
Myeloid diff MLP GFP+ MAC1+ %,0.9,3.4,0.5,0.5,0.2,4.1,x,0.7
WT yeast gro inh,x,11,x,x,x,19,1,86*
WT yeast gro inh mutant strain,x,18,x,x,x,4,2,82*
Salmonella PhoP GFP,4%,3%,-1%,-2%,1%,-2%,2%,8%

9	O=C(NCCCN1CCCC1)c1ccc2c(c1)N(Cc1ccccc1F)C(=O)c1ccccc1S2(=O)=O
10	O=C(O)c1ccc(NC(=O)c2cccc(S(=O)(=O)Nc3ccc(C(=O)O)cc3)c2)cc1
11	O=C(NCCCn1ccnc1)c1ccc2c(c1)OCCO2
12	Cc1cc(C)nc(N2CCC(C(=O)Nc3ccc4c(c3)OCCO4)CC2)n1
13	O=C(Nc1ccc2ccccc2c1)c1cnccn1
14	Cc1ccc(Cc2ccc(C(=O)NNC(N)=S)o2)cc1
15	O=C(Nc1ccc(Cl)c(S(=O)(=O)N2CCOCC2)c1)c1cc(=O)[nH]c2ccccc12
16	CC(C)(C)c1ccc(OC(=O)N2CCOCC2)cc1

Assay by compound,9,10,11,12,13,14,15,16
Large T inhibition,2%,7%,3%,-1%,22%,x,x,17%
T cell modulator,i,i,i,i,i,i,i,i
T cell modulator vesicle-bound %,4,64,13,1,54,33,51,6
Rac1 GTP hydrolysis,8%,10%,9%,7%,-4%,8%,2%,2%
West Nile antiviral,-0.7%,-0.1%,-0.7%,1.2%,-0.2%,-0.3%,x,-0.3%
b-catenin transl,x,x,-1.0,0.1,-2.4,1.1,x,x
b-catenin transl cell count 5 µM,x,x,1128,1086,1200,930,x,x
RSV CPE inhibition,0.3%,-0.5%,0.2%,-0.1%,1.6%,1.0%,3.4%,6.6%
Myeloid diff MLP,i,i,i,i,i,i,i,+
Myeloid diff MLP GFP+ MAC1+ %,0.9,0.8,0.6,0.3,11,0.3,1.4,12*
WT yeast gro inh,x,x,-2,-17,-6,-3,x,x
WT yeast gro inh mutant strain,x,x,-7,-1,-2,-10,x,x
Salmonella PhoP GFP,3%,2%,9%,0%,-14%,x,x,-6%

Complete entries, looked up by structure. Order of values: Large T inhibition, T cell modulator, T cell modulator vesicle-bound %, Rac1 GTP hydrolysis, West Nile antiviral, b-catenin transl, b-catenin transl cell count 5 µM, RSV CPE inhibition, Myeloid diff MLP, Myeloid diff MLP GFP+ MAC1+ %, WT yeast gro inh, WT yeast gro inh mutant strain, Salmonella PhoP GFP
O=C(NCCCn1ccnc1)c1ccc2c(c1)OCCO2 as listed: 3%, i, 13, 9%, -0.7%, -1.0, 1128, 0.2%, i, 0.6, -2, -7, 9%
O=C(NCCCN1CCCC1)c1ccc2c(c1)N(Cc1ccccc1F)C(=O)c1ccccc1S2(=O)=O as listed: 2%, i, 4, 8%, -0.7%, x, x, 0.3%, i, 0.9, x, x, 3%

Carrying on.
17	COc1ccnc(Oc2ccc(F)cc2)c1C(=O)N/C=N/OCc1cccc(F)c1
18	O=C(NN=C1CCCC1)c1ccn[nH]1
19	COc1ccc(OCc2n[nH]c(=S)n2N)cc1
20	COc1ccc(-c2noc(CCC(=O)NCc3ccco3)n2)cc1
21	C=CCN1CCN(C(=O)CCCc2ccccc2)CC1
22	O=C(CSc1nnc(-c2cccnc2)n1CCc1ccccc1)NCc1ccccc1
23	N#C/C(=C\Nc1ccccc1SC(F)(F)F)c1nc(-c2ccccc2)cs1
24	CN(C)c1ccc(CNc2nc(-c3ccccc3)nn2S(C)(=O)=O)cc1

Assay by compound,17,18,19,20,21,22,23,24
Large T inhibition,10%,0%,22%,17%,5%,7%,14%,1%
T cell modulator,i,i,i,i,i,i,i,i
T cell modulator vesicle-bound %,58,17,29,46,55,50,64,55
Rac1 GTP hydrolysis,2%,2%,18%,2%,5%,10%,5%,3%
West Nile antiviral,-0.4%,-0.3%,0.4%,-0.1%,0.2%,-0.3%,-0.8%,-0.5%
b-catenin transl,-0.8,-2.1,-1.0,-2.5,x,-3.1,0.2,-4.5
b-catenin transl cell count 5 µM,1161,1100,1129,1177,x,1217,1093,1096
RSV CPE inhibition,0.2%,0.9%,1.7%,6.1%,0.7%,0.0%,1.7%,1.7%
Myeloid diff MLP,i,i,i,i,i,i,i,i
Myeloid diff MLP GFP+ MAC1+ %,0.8,0.6,0.6,0.8,0.1,0.9,0.0,0.2
WT yeast gro inh,34,-8,6,x,x,-13,-27,-2
WT yeast gro inh mutant strain,10,-7,4,x,x,2,3,2
Salmonella PhoP GFP,10%,-13%,-2%,-12%,0%,-3%,-1%,-2%

25	CC(NC(=O)c1ccco1)c1cccc2ccccc12 (centres undefined)
26	CC(C)c1ccc(NC(=O)c2cc(S(=O)(=O)N3CCCCC3)c[nH]2)cc1
27	O=C(Nc1ccc(Cl)cc1)C1CCCN(c2ncnc3c2nc2n3CCCCC2)C1 (centres undefined)
28	Cc1cc(C)c(S(=O)(=O)O)c(C)n1
29	Cc1c(NC(=O)c2cccnc2Cl)c(=O)n(-c2ccccc2)n1C
30	O=C(NC1CC1)c1cc2ccccc2o1
31	CCCc1cc(=O)[nH]c(SCC(=O)N(CCOC)c2c(N)n(Cc3ccccc3)c(=O)[nH]c2=O)n1
32	Clc1ccc2nc(-c3ccc(Cl)nc3)[nH]c2c1

Assay by compound,25,26,27,28,29,30,31,32
Large T inhibition,14%,x,13%,6%,8%,22%,8%,1%
T cell modulator,i,i,i,i,i,i,i,i
T cell modulator vesicle-bound %,38,43,7,11,27,68,8,60
Rac1 GTP hydrolysis,8%,11%,15%,8%,3%,9%,0%,16%
West Nile antiviral,-0.2%,-0.1%,1.1%,0.0%,-1.1%,-0.5%,x,-0.7%
b-catenin transl,x,x,x,1.2,x,x,x,x
b-catenin transl cell count 5 µM,x,x,x,1129,x,x,x,x
RSV CPE inhibition,1.8%,0.8%,u,-0.8%,1.4%,2.3%,-1.3%,5.0%
Myeloid diff MLP,i,i,i,i,x,i,i,i
Myeloid diff MLP GFP+ MAC1+ %,0.4,2.2,5.1,0.0,x,1.3,0.1,0.2
WT yeast gro inh,-11,x,x,16,x,x,x,x
WT yeast gro inh mutant strain,-9,x,x,-1,x,x,x,x
Salmonella PhoP GFP,-3%,x,-14%,1%,11%,-2%,-1%,10%

33	COc1cccc(Cn2cnc3c(N)c(C)c(C)cc32)c1
34	CCOC(=O)C1(c2nc(N)cs2)COC(=O)C1 (centres undefined)
35	COc1cccc(/C=C/C(=O)NNC(=O)CCN2CCN(Cc3ccccc3)CC2)c1
36	O=C1[C@H]2[C@@H](c3ccc(Cl)cc3)N3C(=O)N(c4cccc(F)c4)C(=O)[C@@]3(Cc3ccc(Cl)cc3)[C@H]2C(=O)N1C1CCCCC1
37	Cc1ccc2c(c1)/C(=C/c1ccccc1)C(=O)N2
38	CCN(CC(=O)Nc1c(F)cccc1F)C(=O)Cn1[nH]c(=O)c2ccccc2c1=O
39	CCOC(=O)N1CCN(C(=O)COC(=O)CNC(=O)c2ccc(Cl)cc2Cl)CC1
40	COc1cccc(-c2nc(CS(=O)(=O)CC(=O)NCCc3ccc(OC)c(OC)c3)c(C)o2)c1
41	Cn1c2c(c(=O)n(C)c1=O)C(CC(=O)Nc1ccccc1F)C(=O)N2 (centres undefined)
42	N#Cc1ccc[n+](CC(=O)c2ccc(Cl)cc2)c1

Assay by compound,33,34,35,36,37,38,39,40,41,42
Large T inhibition,24%,3%,11%,2%,7%,x,5%,10%,9%,11%
T cell modulator,i,i,i,i,i,i,i,i,i,i
T cell modulator vesicle-bound %,68,40,13,31,17,15,61,4,58,42
Rac1 GTP hydrolysis,7%,7%,5%,14%,8%,1%,6%,1%,x,9%
West Nile antiviral,0.3%,-0.6%,0.0%,-1.5%,1.3%,x,x,-0.5%,0.1%,-0.7%
b-catenin transl,0.2,-1.7,0.1,x,x,x,x,x,-0.6,x
b-catenin transl cell count 5 µM,1067,1134,1384,x,x,x,x,x,1250,x
RSV CPE inhibition,1.6%,0.4%,3.1%,6.9%,19%,0.7%,-0.3%,3.3%,x,0.8%
Myeloid diff MLP,i,i,i,i,i,i,i,i,i,+
Myeloid diff MLP GFP+ MAC1+ %,1.8,0.9,0.2,0.5,0.8,0.4,0.8,3.4,0.8,1.9*
WT yeast gro inh,-9,-8,x,x,x,x,x,x,x,x
WT yeast gro inh mutant strain,-9,-8,x,x,x,x,x,x,x,x
Salmonella PhoP GFP,2%,0%,-13%,11%,2%,x,-6%,-4%,-12%,2%
